Source: PubChem (several laboratories)
IEC-6 tox: cytotoxicity in IEC-6 intestinal epithelial cells, primary screen, cytotoxicity control for KLF5 inhibitor project, cell-based, luminescence; inhibition, % at 5 µM; IEC-6 cytotoxicity, luminescence viability; hit rate 0.78% among 290,000; in the data active = inhibition above about 22%;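 also: 0% = plate median of test compound wells and 100% = cytotoxic reference compound wells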
aSyn UTR inh: MLPCN primary screen, SNCA 5' untranslated region | alpha-synuclein 5'UTR reporter, inhibitor activity | inhibition, % (tested at 7.5 µM) | hit rate 0.82% among 300,000 | AID 1813, 2009; in the data active = inhibition above about 60%; inconclusive = no clear call, values can overlap the other calls;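 also: H4 neuroglioblastoma cells stably carrying SNCA 5'UTR luciferase fusion; 0% = DMSO wells and 100% = positive control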
KLF5 inhibitor: KLF5 expression inhibitors, primary screen, DLD-1 cells, luminescence | inhibition, % at 5 µM | hit rate 0.23% among 290,000 | DLD-1 KLF5 promoter-luciferase reporter | AID 1700, 2009;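 active = inhibition above a per-plate limit of that plate's mean compound inhibition plus 3 SD, cut at about 60% in these data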;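 also: 0% = DMSO wells and 100% = LY294002 at 200 µM; higher means less KLF5 promoter-driven luciferase light; inactives centre near -14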
SKKanGAS inh: S. pyogenes SKKanGAS growth inhibitors in kanamycin, primary screen, streptokinase expression inhibitor project, SKKanGAS strain, BacTiter-Glo luminescence | 6 h | inhibition, % at 7.5 µM | hit rate 1.3% among 300,000 | AID 1662, 2009;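 active = mean replicate score, as percent of positive control median, at least 50; inconclusive = mean below 50 but one replicate at or above 50; inactive = mean and every replicate below 50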;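 also: strain carries kanamycin resistance gene driven by streptokinase promoter and grows in 40 µg/ml kanamycin; loss of luminescence reflects streptokinase promoter inhibition or plain growth inhibition; 0% = median of DMSO wells and 100% = positive control at its reference dose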
HIF activator: HIF pathway transcriptional activators, primary screen, cell-based, U2OS HRE-luciferase, luminescence. hit rate 0.32% among 300,000. activation, % at 7.5 µM (by protocol). AID 1910, 2009. U2OS HRE-luciferase reporter; normalized: DMSO 0%, desferrioxamine 100%;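 active = mean activation of at least 10% of the iron chelator positive control signal, with at least half of replicates also reaching 10%; inconclusive = mean and replicate majority disagree about reaching 10%; inactive = mean and most replicates under 10%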
HSF1 activator: HSF-1 activators, primary screen, NIH3T3-HGL cells, MG132 stress, luminescence, single point. NIH3T3-HGL HSF-1 luciferase reporter, 8 h; 100% = twice DMSO control signal. activation, % at 9 µM. hit rate 1.7% among 300,000. AID 504408, 2011;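 active = mean replicate activation of at least 50% with a set share of replicates each reaching 50%; inconclusive = only one of those two conditions met; inactive = mean below 50% and too few replicates reaching it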;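 also: 0% = median of the neutral control wells and 100% = twice that signal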
Platelet DG rel: inhibitors of platelet dense granule secretion, primary screen, cell-based, MLPCN, human platelets; inhibition, %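 (compounds screened at 7.5 µM in platelet-rich plasma)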; AID 1663, 2009; human platelet-rich plasma, SFLLRN dense granule ATP release, luminescence; hit rate 0.22% among 300,000;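 active = mean replicate score, as percent of positive control, at or above 50; inconclusive = mean below 50 but at least one replicate at or above 50; inactive = mean and every replicate below 50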
HSF1 inhib: HSF1 inhibitors in luciferase reporter cells, primary screen, cell-based, NIH3T3, luminescence. NIH3T3-HGL HSE-luciferase, MG132-induced, luminescence 8 h; hits give low values. activity change, negative = inhibition, % at 7.5 µM (by protocol). hit rate 0.77% among 300,000;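 active = more than half of replicate wells show activity change below -50%, luminescence cut by over half; inconclusive = some wells, but at most half, below -50%; inactive = no replicate well below -50%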;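 also: luciferase reports HSF-1 transcriptional activity via heat shock element; 0% = median of DMSO wells and -100% = zero luminescence signal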
HSP90 refold inh: HSP90 inhibitors, primary screen, cell lysate, luminescence; Heat shock protein HSP 90 (rabbit reticulocyte lysate; luciferase refolding); Rabbit reticulocyte lysate, luciferase refolding luminescence, 3 h; inhibition, % at 5.6 µM; hit rate 0.91% among 290,000; AID 1789, 2009;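 active = inhibition above the screen-wide mean plus 3 SD, computed separately per campaign, cut at about 16% in these data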;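 also: 0% = DMSO wells and 100% = 60 µM geldanamycin wells; inhibitors lower the luminescence because luciferase stays unfolded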
AI-2 QS mod: Vibrio harveyi AI-2 quorum sensing modulators, primary screen, JMH597 strain, luminescence/OD600 ratio; Vibrio harveyi JMH597 AI-2 luminescence/OD600 ratio, 9 h; hits give low values; strain lacks LuxN and CqsS sensors; 0 = neutral-control median; activity change, % at 7.5 µM; hit rate 0.4% among 300,000; AID 2094, 2009; in the data active = activity change below about -75%, passing the limit was not always enough; inconclusive = no clear call, values can overlap the other calls;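 also: luminescence divided by OD600 gain over 9 h not by final OD600 alone; inactives centre near 13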
* hit, by the source's call; u = inconclusive; x = not tested or not shown; & = joins results of further samples.

Screens in order – IEC-6 tox	aSyn UTR inh	KLF5 inhibitor	SKKanGAS inh	HIF activator	HSF1 activator	Platelet DG rel	HSF1 inhib	HSP90 refold inh	AI-2 QS mod
O=C(Nn1cnc2ccccc2c1=O)c1ccc(F)cc1Cl
    -1	-87	-44	-7	0.2	-5	-4	-3	-1	-5
O=C(Nc1ccc(F)cc1)c1cccc(N2C(=O)c3ccccc3C2=O)c1
    -1	8	-1	-1	0.4	-3	2	2	2	7
Cc1cnc(NC(=O)CSc2nnc(COc3c(C)cccc3C)o2)s1
    7	-17	-7	-4	-0.4	5	5	-7	5	28
O=C(NCCO)/C(=C\c1cccc([N+](=O)[O-])c1)NC(=O)c1ccco1
    -4	-13	4	-9	-0.2	-17	-4	-8	0	-2
CC(=O)O[C@]1(C(C)=O)CC[C@H]2[C@@H]3C=C(Cl)C4=CC(=O)CC[C@]4(C)[C@H]3CC[C@@]21C
    -1	-28	-5	-5	-0.4	9	-2	2	3	21
CCn1c(C)nnc1SCC(=O)Nc1ccc(Cl)cc1
    0	-1	-27	1	-14	-10	2	4	-4	-23
COc1ccc(-c2noc(CN(C)Cc3ccccc3)n2)c(OC)c1OC
    3	-68	-42	-1	0.9	-2	17	8	-4	4
Cc1ccc(NC(=O)COc2cccnc2[N+](=O)[O-])cc1S(=O)(=O)N1CCOCC1
    -10	-4	-25	8	-0.2	-13	0	-4	-4	1
COc1ccc(S(=O)(=O)N2CCN(c3ccccn3)CC2)cc1[N+](=O)[O-]
    -9	u	-26	-9	0.0	2	13	-4	-2	19
O=C(CSc1nnnn1-c1ccc(F)cc1)Nc1ccccc1F
    -4	5	-44	-3	-0.3	-5	1	-8	1	8
C#CCOCCOCCOCCNc1nc(N2CCN(C(=O)Cn3cc(CCCN=C(N)N)nn3)CC2)nc(N2CCN(C(=O)[C@H]([C@@H](C)CC)n3cc(CCC(=O)O)nn3)CC2)n1
    5	-7	-36	0	-0.7	5	-1	3	-2	19
CC1CCN(C(=O)COC(=O)C2CCN(S(=O)(=O)c3ccc(Cl)c(C(F)(F)F)c3)CC2)CC1
    x	-3	x	-2	-0.7	8	7	4	x	4
Cc1ccc([N+](=O)[O-])cc1S(=O)(=O)N1CCNCC1
    1	2	-6	2	0.1	8	-3	4	5	17
O=C1C2CC=CCC2C(=O)N1Nc1ccccc1 (configuration not stated)
    -3	7	0	1	0.0	1	0	-8	-2	8
CCn1cc(/C=C(\NC(=O)c2ccc(OC)c(OC)c2)C(=O)N2CCN(C)CC2)c2ccccc21
    -4	-6	-6	-1	0.4	19	-4	24	0	-13
CC1=NN(c2ccc(C(=O)O)c(N)c2)C(=O)C1
    -19	-2	-16	9	-0.1	2	3	5	1	22
CCn1c(COc2cccc3ccccc23)nnc1SCC(=O)OC1CCCCC1
    -2	-29	-45	-6	x	26	-4	5	7	18
COc1ccc(/C=C/C(=O)c2ccc3c(c2)OCCO3)cc1[N+](=O)[O-]
    -4	-59	-19	-5	3.5	24	13	22	4	18
Cc1cc(NS(=O)(=O)c2ccc(NC(=O)/C=C/c3ccc(Br)cc3)cc2)no1
    -8	17	3	11	0.0	-9	-10	3	-1	-2
O=C(OCc1c(F)cccc1Cl)c1cccnc1Cl
    1	15	-11	9	0.2	-1	-2	-5	0	13
O=C(NNC(=O)c1cccc2ccccc12)c1ccccc1O
    -2	25	3	19	0.3	-12	0	-5	-3	26
CCN1CCCC1CNC(=O)c1cc(S(=O)(=O)CC)c(N)cc1OC (configuration not stated)
    -4&3	-16	-13&-12	0	-0.1	0	-2	-3	2&2	14
CC(C)C1C(C#N)=C(N)SC(N)=C1C#N
    -4	-9	-4	1	-0.5	6	-1	1	1	22
COc1ccc(NC(=O)CN2CCN(c3ccccn3)CC2)cc1Cl
    0	6	-30	-6	-1.7	7	-3	-10	-2	23
O=C(CCS(=O)(=O)c1ccccc1)Nc1cccc(-c2nc3ccccc3s2)c1
    2	-135	-105	24	1.3	20	2	20	1	1
CCc1ccc(N(CC(=O)NC(C)(C)CC)C(=O)CCC(=O)Nc2nccs2)cc1
    -8	0	-21	17	-0.3	0	1	-3	-4	15
Cc1ccc(SCCNC(=O)c2ccc(CN3CCOCC3)cc2)cc1
    -1	-15	-11	0	-0.3	20	-1	4	-3	2
Cc1ccc(NC(=O)c2ccc(OC(=O)C(C)Oc3ccc(Cl)cc3C)cc2)cc1 (configuration not stated)
    2	-128	-53	-1	2.0	20	-5	17	-3	28
Clc1c(-c2ccccc2)nc2ccccn12
    2	-152	-130	-6	6.7	35	1	22	-2	x
Cc1c(Cl)cccc1NC(=O)N1CCCN(c2nc(-c3ccccc3)ns2)CC1
    2	2	-17	3	-0.2	10	4	1	3	19
O=C(NCCc1c[nH]c2ccccc12)/C(=C/c1ccco1)NC(=O)c1ccco1
    4	4	-10	0	-0.1	33	8	11	3	4
Cc1c(NC(=O)c2ccc(Cl)c(S(=O)(=O)N3CCOCC3)c2)c(=O)n(-c2ccccc2)n1C
    1	12	1	-4	-0.6	-22	1	-2	-3	11
Cc1ccc(S(=O)(=O)Nc2ccccc2C(=O)Nc2ccc(S(=O)(=O)Nc3nccc(C)n3)cc2)cc1
    5	3	-4	16	-1.5	-7	4	-3	4	22
COc1ccc(S(=O)(=O)Nc2ccccc2C(=O)N2CCOCC2)cc1Cl
    -1	12	-22	-1	-0.4	-61	5	-49	-2	21
O=c1[nH]c(/C(Cl)=C/c2cccc(F)c2)nc2cc(C(F)(F)F)ccc12
    5	-162	12	3	6.2	38	3	10	1	26
CC(=O)NS(=O)(=O)c1ccc(NC(=S)Nc2ccccc2)cc1
    -3	13	-33	-2	0.0	-3	-5	-3	1	-2
COc1ccc(CCn2c(-c3ccc(C(C)(C)C)cc3)n[nH]c2=S)cc1OC
    -2	17	-6	-1	0.0	x	3	x	4	-17
Cc1ccc(N(C(C)C(=O)N2CCCC2)S(C)(=O)=O)cc1 (configuration not stated)
    3	1	-38	-1	-23	22	-4	-4	0	9
COc1ccc2c(c1)c(CC(=O)Nc1ccc(C)cc1)c(C)n2C(=O)c1ccc(Cl)cc1
    -2	36	-19	4	0.1	26	-6	5	-2	34
COc1ccc2c(c1)c(/C=N/Nc1ccc(C(=O)O)cc1)c(C)n2C
    -10	-75	-19	5	0.2	-46	2	-40	30*	-4
Cc1cc(NC(=O)COC(=O)C2CC(=O)N(c3cccc(Cl)c3)C2)no1 (configuration not stated)
    -1	26	-3	-11	-0.9	1	-9	-4	1	2
N=c1c(S(=O)(=O)c2ccc(Cl)cc2)cc2c(=O)n3ccccc3nc2n1CC1CCCO1 (configuration not stated)
    -6	-6	-29	7	0.5	0	-2	-3	-4	15
CC(=O)NN1C(=O)/C(=C\c2ccc(O)cc2)SC1=S
    1	19	-54	4	-0.4	-10	11	0	0	8
COc1cccc(-n2c(SCC(=O)NC(C)(C)C)nnc2-c2ccoc2C)c1
    2	17	10	9	-0.2	-5	6	-1	4	10
CC(=O)c1cc(CC=C(C)C)c(O)cc1O
    0	13	-40	-4	-0.2	-2	-8	-2	-3	19
CC1(C)C(C=C(Cl)Cl)C1C(=O)NC(O)C(=O)c1ccccc1 (configuration not stated)
    -11	12	-35	-6	-5.0	41	8	-3	-1	12
Cc1ccc(Cl)cc1NC(=O)N[C@@H](C)C(=O)O
    -7	-1	2	7	0.0	1	-3	-7	2	23
COc1ccccc1NC(=O)NCCCCc1ccccc1
    -5	-4	-22	50*	-0.1	1	10	-3	2	20
CCOc1ccc(OCCOC(=O)C2CCN(S(=O)(=O)c3ccc(C)c(C)c3)CC2)cc1
    x	4	x	3	-10.0	0	-1	0	x	25
COc1ccc(S(=O)(=O)N2CC(C)OC(C)C2)cc1C(=O)N1CCCCC1 (configuration not stated)
    -2	-8	-23	-13	-0.6	2	-45	-6	1	22
CC(C)CC1C(C#N)=C(N)OC2=C1C(=O)CC(c1ccccc1)C2 (configuration not stated)
    -3	-18	-26	0	-1.0	10	-2	-1	-3	8
O=C(Nc1ccccn1)c1ccc2c(c1)S(=O)(=O)c1ccccc1C2=O
    3	-90	-14	-7	1.7	11	-31	16	4	-4
CCC1(C(=O)O)NC(c2cccc(OC)c2O)C2C(=O)N(c3ccccc3)C(=O)C21 (configuration not stated)
    -2	-15	-20	3	x	-1	18	0	-2	25
O=S(=O)(c1ccc(Oc2ccccc2)cc1)N1CCOCC1
    -1	-16	-20	-12	-0.1	u	-10	23	-1	6
CNC(=O)COC(=O)c1ccccc1Nc1ccccc1
    -2	-30	-2	-3	0.2	-7	-4	0	-1	11
COCCNc1oc(/C=C/c2ccccc2)nc1C#N
    0	-146	-103	-6	2.2	36	0	19	-6	13
O=C1NC2(CCCCCC2)C(=O)N1Cc1ccc(Cl)cc1Cl
    -2	17	-19	6	1.7	3	-6	14	1	-6
CCc1nc2ccc(C(=O)N3CCN(c4cccc(OC)c4)CC3)cc2nc1CC
    -8	20	8	1	0.3	10	-9	11	1	17
O=C(Cn1ncc2c(=O)oc3ccccc3c21)NCC1CCCO1 (configuration not stated)
    -6	13	12	-1	-0.1	3	-1	-5	-1	28
COc1ccc(C)cc1NC(=O)C1CCN(S(=O)(=O)c2ccccc2)CC1
    -2	-37	-20	0	0.7	-5	-9	-3	4	-8

(list continues)
Screens in order – IEC-6 tox	aSyn UTR inh	KLF5 inhibitor	SKKanGAS inh	HIF activator	HSF1 activator	Platelet DG rel	HSF1 inhib	HSP90 refold inh	AI-2 QS mod
CCCn1c(N)c(N(CCOC)C(=O)/C=C/c2cccc(Cl)c2)c(=O)[nH]c1=O
    6	6	-6	0	0.4	15	-1	5	6	17
C=CCc1cccc2cc(C(=O)OCC)c(=O)oc12
    2	5	-6	1	0.5	19	8	1	0	5
N#Cc1ccc(Oc2ccc(-c3cnc4ccccc4n3)cc2)cc1C#N
    0	8	-25	-3	-0.3	-10	1	-2	-1	12
Cc1nn(C)c(C)c1S(=O)(=O)N(CC(=O)Nc1ccccn1)c1ccc(C(C)C)cc1
    -2	-7	-3	2	-0.3	4	-20	3	-3	5
CC1(C)OC(=O)C(=CSc2ccc(C(C)(C)C)cc2)C(=O)O1
    -4	-1	-27	21	0.0	4	-1	-11	-2	21
COC(=O)c1ccccc1NC1c2ccccc2C(=O)N1c1cccnc1 (configuration not stated)
    -7	17	-12	-3	0.0	-11	10	-1	-2	18
Cc1ccc(C)n1-c1ccncc1
    -5	-13	0	-2	0.1	-5	23	-4	0	4
O=C(CSc1nnc(-c2c[nH]c3ccccc23)n1CC1CCCO1)Nc1ccc2c(c1)OCCO2 (configuration not stated)
    -2	-10	-33	-3	0.0	10	-1	5	0	18
